HKDC1 inhibitor = blocks human hexokinase HKDC1 activity | recombinant HKDC1, G6PDH/diaphorase resazurin coupled fluorescence | inhibition, % at 20 µM | 340,000 compounds, 0.16% hits;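 active means inhibition above about 35% when tested at 20 µM, limit read from the data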;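 further: plate controls were DMSO wells with enzyme for no effect and DMSO wells lacking enzyme for full effect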
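Test system: recombinant HKDC1 (HK5) hexokinase enzyme, produced in-house; Amount: enzyme 5 µg/mL final; Buffer or medium: Tris pH 8.0 buffer with MgCl2, Tween-20, BSA, BME; Reagent: glucose and ATP substrates; Doses: 20 µM test compound, 1% DMSO; Incubation: 90 min reaction incubation at room temperature, dark; Detection: resorufin fluorescence at 613 nm.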
SENP8 block = blocks the human protease SENP8. 330,000 compounds, 1.2% hits. purified SENP8, Z-RLRGG-aminoluciferin cleavage, luminescence. inhibition, % at 10 µM
SENP7 block = SENP7 protease inhibition; inhibition, % at 5 µM; recombinant SENP7, Z-RLRGG-aminoluciferin luminescence, 40 min; 330,000 compounds, 1.5% hits; AID 434973; Q9BQF6;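 active means inhibition above about 50% at the single test dose, limit read from the data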;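 further: plate controls were DMSO with enzyme for no effect and no enzyme buffer wells for full effect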
Gli-Sufu block = Gli-Sufu pathway antagonism. inhibition, % at 5 µM. 340,000 compounds, 0.74% hits. Sufu-KO-LIGHT fibroblasts, Gli luciferase reporter luminescence. AID 588413;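 active means inhibition above about 55%, limit read from the data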;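 further: 0% = DMSO-treated cells and 100% = wells with medium but no cells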
Jurkat NFkB inh = lowers PMA/ionomycin-induced NF-kB signal in Jurkat cells. PMA/ionomycin-induced NF-kB luciferase reporter, luminescence. inhibition, % at 4 µM. 330,000 compounds, 0.53% hits. AID 435003
UBC13 polyUb = inhibitors of human UBC13 polyubiquitin chain formation | TR-FRET | inhibition, % at 20 µM | 330,000 compounds, 0.47% hits; in the data active means inhibition above about 45%, passing the limit was not always enough
697 NFkB inh = lowers PMA/ionomycin-induced NF-kB signal in 697 B cells | 697 B-cell NF-kB luciferase reporter, 16 h | inhibition, % at 4 µM | 330,000 compounds, 0.33% hits | AID 435022; in the data active means inhibition above about 35%
Apaf-1 inh = blocks human Apaf-1 apoptosome activity; inhibition, % at 20 µM; 330,000 compounds, 0.71% hits; reconstituted apoptosome caspase-3 activity, DEVD-Rh110 fluorescence; active means inhibition of at least 40% at 20 µM;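 further: plate controls were DMSO wells for no effect and DEVD-CHO caspase inhibitor wells for full effect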
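Assay system – apoptosome proteins · Medium – Hepes buffer, pH 7.5 · Also added – cytochrome c with DEVD-Rh110 · Timing – 30 min compound preincubation, 50 min activation, room temperature · Detection – Rh110 fluorescence, excitation 480 nm, emission 540 nm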
Active calls of the source: *; nt = no result given. Unless noted, no stated cut-off is given here; in the data, active means inhibition above about 50%; inactive means the rest.

Second line of a record – HKDC1 inhibitor	SENP8 block	SENP7 block	Gli-Sufu block	Jurkat NFkB inh	UBC13 polyUb	697 NFkB inh	Apaf-1 inh
Cc1ccc(Cc2nnc(SCC(=O)Nc3ccccc3Cl)[nH]c2=O)cc1
  0	4	2	1	-2	0	-10	4
Cc1ccc(OCC(=O)NNC(=O)C2CCCO2)c(C)c1 (stereo not given)
  16	-1	6	-3	0	2	-5	-3
CCCC(CCC)=NNC(=O)CN(Cc1ccccc1)S(=O)(=O)c1ccccc1
  -2	-3	-5	-5	-10	-7	-31	9
CCn1c(N)c(C(=O)NCc2cccnc2)sc1=S
  2	-4	-1	4	9	-8	12	-6
Clc1ccc(OCc2nc(-c3ccccn3)no2)c(Br)c1
  4	91*	90*	-83	-165	-5	-244	12
O=C(CCN1CCOCC1)NNC(=O)/C(=C/c1ccccc1)NC(=O)c1ccccc1
  19	-3	-8	8	2	-6	-6	2
O=C(Cc1ccc([N+](=O)[O-])cc1)NNC(=O)c1ccc2c(c1)OCO2
  -3	-7	9	2	-5	-7	-4	-5
COc1cccc(S(=O)(=O)NCc2ccc(C(=O)N3CCN(Cc4ccccc4)CC3)cc2)c1
  -4	-7	16	14	20	-1	-22	-1
CCCN(C(=O)c1ccccc1Cc1ccccc1)C1CCS(=O)(=O)C1 (stereo not given)
  0	-2	8	-3	6	2	6	5
Cc1cc(NC(=O)CSc2nc3c(c(=O)n2-c2ccc(Br)cc2)SCC3)no1
  -9	-5	-3	10	13	-3	17	-5
Cc1cccn2c(=O)c3cc(C(=O)NCC4CCCO4)c(=N)n(CC4CCCO4)c3nc12 (stereo not given)
  -4	-1	-4	14	-15	4	6	4
Cc1cc(C)n(CC(=O)c2ccc(Br)cc2)c(=O)c1C#N
  -16	-10	-2	3	-3	-2	10	2
CCCSc1oc(-c2ccco2)nc1S(=O)(=O)c1ccc(C)cc1
  -1	-11	-9	-8	-2	-8	24	18
Cc1ccc(C(=O)NCC(=O)Nc2ccncc2)cc1
  -2	-5	7	7	-5	-2	-16	11
O=C(CSc1nnnn1-c1ccccc1)N1CCc2ccccc21
  -7	-2	-5	-7	-7	2	11	-1
CCOc1ccccc1C(=O)Oc1cc(C)[nH]c(=O)c1[N+](=O)[O-]
  -4	-5	0	4	-4	-2	-4	10
Cc1ccc(-c2noc(CCC(=O)NCc3ccc4c(c3)OCO4)n2)cc1
  -2	-8	-9	-4	-19	-5	-7	7
COc1cccc(S(=O)(=O)NCC(=O)Nc2ccc(C(C)(C)C)cc2)c1
  -3	-3	-4	-12	-2	9	13	22
CC(C)CCOP(=O)(c1ccc(N(C)C)cc1)C(O)c1ccccn1 (stereo not given)
  0	-13	-8	-19	2	-5	-12	0
COC(=O)c1cccc(C23CC4(C2)[C@H](CN(Cc2ccc(C(F)(F)F)cc2)[C@@H]4c2ccccc2)C3c2ccc(C(F)(F)F)cc2)c1 (stereo not given in full)
  -5	-17	-13	-14	25	-28	-33	17
CC(=O)NC(CC(=O)Nc1nccs1)c1ccccc1 (stereo not given)
  0	-5	1	-7	1	4	0	-13
COc1ccc([C@H]2CC(=O)C=C(c3ccc(OC(F)(F)F)cc3)C2)cc1
  1	2	8	-14	27	13	-7	22
CC1CCN(C(=O)CSc2nnc(-c3ccncc3)n2C)CC1
  -4	-2	6	17	8	4	16	1
CC(C)CC1NC(=O)c2ccccc2-n2c1nc1ccc(F)cc1c2=O (stereo not given)
  nt	-2	4	nt	6	10	7	0
CC(C)OC(=O)CN1C(=O)C(C)(C)Oc2ccc(C(=O)NC(C)(C)C)cc21
  -1	5	6	11	8	2	-10	-10
CCC(=O)Nc1cccc(C2=NN(c3ccccc3)C(c3ccc(OC)cc3)C2)c1 (stereo not given)
  0	0	-9	9	-2	23	12	15
CCOC(=O)C1C(=O)C=C(/C=C/c2ccccc2)CC1c1ccc(Cl)cc1 (stereo not given)
  -5	2	8	8	-5	19	-4	20
Cc1ccccc1C(NC(N)=O)c1ccccc1 (stereo not given)
  -25	-6	-1	12	-3	12	16	-6
Cc1noc(C)c1CSCC(=O)N(C)CC(=O)Nc1ccccc1C(F)(F)F
  -7	0	-8	-1	-3	-7	3	-3
COc1cc(C(=O)NCC2CCCO2)ccc1OCc1c(C)noc1C (stereo not given)
  -6	-4	0	-4	1	2	15	-1
Cc1cc(C)c(C#N)c(SCC(=O)NC(C)(C)C)n1
  -6	7	-4	8	14	5	9	-1
CC1(C)CC(NC(=O)COc2cc3oc(=O)c4c(c3cc2Cl)CCC4)CC(C)(C)N1
  8	-8	3	21	-51	4	9	5
O=C(N/N=C/c1ccccc1Cl)c1ccc(F)cc1
  -13	9	37	-65	-87	-2	-74	-14
Cc1cc(NS(=O)(=O)c2ccc(NC(=O)C(C)Oc3cc(C)c(Cl)c(C)c3)cc2)no1 (stereo not given)
  -2	9	-1	-4	4	-10	18	9
CCc1ccc(C(C(=O)NC2CCCC2)N(C(=O)c2csnn2)C2CC2)cc1 (stereo not given)
  1	5	-4	-25	-9	4	10	6
CCn1c(SCC(=O)c2ccccc2)nc2ccccc2c1=O
  -2	-17	-9	-4	-1	-2	2	1
Cc1ccccc1CC(=O)c1ccc(O)c(C)c1O
  -4	-6	4	-7	-7	-12	3	-1
Cc1oc2ccc(NS(=O)(=O)c3ccccc3)cc2c1C(=O)Nc1ccccc1
  -6	7	-8	-5	-9	7	16	-3
Cc1ccc(-c2cc(C(=O)N3CCN(c4ncccn4)CC3)c3ccccc3n2)cc1
  1	-8	-7	-28	-36	-6	-65	31
O=C1OCCC1S(=O)(=O)c1ccc2ccccc2c1 (stereo not given)
  -4	2	-5	5	6	3	1	-5
CCOc1ccc(S(=O)(=O)N2CCC(C(=O)N3CCOCC3)CC2)cc1C
  -7	2	10	14	19	1	5	5
Cc1ccc(CNC(=O)c2ccc(Cl)cc2[N+](=O)[O-])cc1
  1	-4	-8	6	-11	-6	7	5
COc1ccc(NC(=O)N(Cc2cc3cc(OC)c(OC)cc3[nH]c2=O)CC2CCCO2)cc1 (stereo not given)
  -2	-4	14	9	-22	-4	3	-2
CCOC(=O)c1ccc(S(=O)(=O)N2CC(=O)Nc3ccccc32)cc1
  -1	-6	-6	-24	-1	-10	-5	8
Cc1cccc(N2CCN(C(=O)c3cccn4c(=O)c5c(C)c(C)sc5nc34)CC2)c1C
  -1	-2	1	5	9	23	8	21

Pulled by compound from the list above:
Second line of a record – HKDC1 inhibitor	SENP8 block	SENP7 block	Gli-Sufu block	Jurkat NFkB inh	UBC13 polyUb	697 NFkB inh	Apaf-1 inh
CCOc1ccc(S(=O)(=O)N2CCC(C(=O)N3CCOCC3)CC2)cc1C
  -7	2	10	14	19	1	5	5
CCn1c(SCC(=O)c2ccccc2)nc2ccccc2c1=O
  -2	-17	-9	-4	-1	-2	2	1
CC1(C)CC(NC(=O)COc2cc3oc(=O)c4c(c3cc2Cl)CCC4)CC(C)(C)N1
  8	-8	3	21	-51	4	9	5
Cc1ccc(CNC(=O)c2ccc(Cl)cc2[N+](=O)[O-])cc1
  1	-4	-8	6	-11	-6	7	5
Cc1cc(NS(=O)(=O)c2ccc(NC(=O)C(C)Oc3cc(C)c(Cl)c(C)c3)cc2)no1 (stereo not given)
  -2	9	-1	-4	4	-10	18	9

Next results
Second line of a record – HKDC1 inhibitor	SENP8 block	SENP7 block	Gli-Sufu block	Jurkat NFkB inh	UBC13 polyUb	697 NFkB inh	Apaf-1 inh
CSc1ccc(CN(C)C(=O)c2cc(Cl)c3c(c2)OCCO3)cc1
  -7	6	5	3	7	0	9	10
COC/C=C/C1=CC2=CC(=O)C(C)(OC(=O)c3cnc4ccccc4n3)C(=O)C2=CN1CC(C)C (stereo not given)
  19	-4	-4	8	-14	-66	-20	41*
O=C(c1cn(-c2ccccc2)nc1-c1cccs1)N(CCO)Cc1ccccc1
  -2	5	8	9	-17	0	-33	26
COc1ccccc1NC(=O)CSc1nnc(Cn2nnc(-c3ccccc3)n2)n1-c1ccccc1
  3	-3	-3	13	11	32	4	25
CC(=O)Nc1nonc1NC(=O)c1ccc(F)cc1
  -3	-10	3	2	-11	-8	-23	1
Cc1cccc(C)c1NC(=O)CN(C)C(=O)CC1CC2CCC1C2 (stereo not given)
  5	-2	8	-4	-9	-1	-7	6
COCc1nc2ccccc2n1CCc1ccccc1
  -4	-1	2	-2	-18	0	-33	-7
Cc1cc(C)cc(C(=O)NCC(=O)OCc2c(C)noc2C)c1
  -8	-1	-4	-1	8	19	-8	-2
CCN(CC)S(=O)(=O)c1ccc(O)c(NC(=O)CN2CCc3ccccc3C2)c1
  -1	-7	-3	-10	-5	-7	-3	5
COC(=O)CCCC1=CC2=CC(=O)C(C)(O)C(=O)C2=CO1 (stereo not given)
  nt	0	0	nt	-3	-17	27	16
COCc1cc(C)nc(SCC(=O)Nc2nc(C)cs2)c1C#N
  -3	0	-2	-76	-123	4	-213	5
O=C1CCCC2=C1C(c1ccc(OS(=O)(=O)c3ccc(Cl)cc3)cc1)C1=C(CCCC1=O)O2
  -6	-3	2	8	-17	-6	1	12
COc1ccc2c(c1)CCC/C2=N\OC(=O)c1ccccc1F
  5	20	11	17	3	9	15	-2
Nc1sc2c(c1C(=O)NC1CCS(=O)(=O)C1)CCC2 (stereo not given)
  -2	6	2	-1	3	0	10	-3
COc1ccc(NC(=O)CN(C)C(=O)c2ccc(NS(=O)(=O)c3ccc(F)cc3)cc2)cc1
  -6	6	-9	0	16	-5	1	-2
O=c1c2ccccc2nc2n1CCS2
  -11	-3	3	-1	-3	11	17	-1
COc1ccc(OC)c(C(C)NC(=S)NC2CCCCC2)c1 (stereo not given)
  -2	-9	-4	1	-6	-2	2	6
CC(C)C[C@@]12C(=O)N(c3cccc(Cl)c3)C(=O)N1[C@H](c1ccc(Br)cc1)[C@@H]1C(=O)N(C(C)(C)C)C(=O)[C@@H]12
  2	5	5	11	8	-6	10	13
Cc1cc(C)c2c(=O)n(CC(=O)N3CCC(N4CCCCC4)CC3)sc2n1
  -8	-3	3	0	-7	-15	2	2
COc1ccc(CCNC(=O)c2ccc(=O)[nH]c2)cc1
  -11	6	0	6	5	-4	-6	-5
COc1ccc(NC(=O)CSc2nccn2-c2ccccc2)cc1
  -1	-9	10	-14	-19	-9	-7	-11
O=C(COC(=O)c1c(F)cccc1F)c1ccc[nH]1
  -3	-12	10	3	-2	-12	5	-14
O=C(NCc1cccnc1)c1ccc(CS(=O)(=O)c2ccc(Cl)cc2)o1
  -8	3	6	5	-14	-7	-18	12
Cn1nc(C(=O)N2CCCCC2)c2c1-c1ccccc1S(=O)(=O)C2
  -10	1	-1	-4	-1	-1	2	-6
CC1CCCC(NC(=O)COC(=O)c2ccc(S(=O)(=O)N3CCOCC3)cc2)C1C (stereo not given)
  -3	9	1	1	-13	3	14	-1
COc1ccccc1NC(=O)CNC(=O)Cn1c(C)cc2ccccc2c1=O
  -4	-5	-7	-9	-4	11	6	1
CCCCn1c(-c2nn(C)c(C)c2Cl)n[nH]c1=S
  -2	4	14	1	-3	6	15	-2
CCOC(=O)C1CCCN(C2CC(=O)N(c3ccc(C)cc3)C2=O)C1 (stereo not given)
  -4	2	-4	1	0	8	8	-19
Cc1ccc(-c2nc(C)sc2CC(=O)Nc2nnc(C)s2)cc1
  9	-3	-14	4	-7	-7	4	7
CCOC(=O)c1nnn(-c2nonc2N)c1COc1cc(C)c(Cl)c(C)c1
  -3	0	-5	0	7	3	-31	29
CCOC(=O)c1c(C)[nH]c(N=Nc2ccccc2Cl)c1C
  3	17	31	-48	-74	-66	-90	9

Screening data deposited in PubChem by Sanford-Burnham Center for Chemical Genomics.
